BAP1 block – inhibitors of human BAP1 deubiquitinase | Q92560 | recombinant BAP1, Ub-AMC hydrolysis fluorescence kinetic; active compounds read low | activity remaining (% of control), % at 20 µM | actives 0.48% (n = 72,000) | AID 436;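 active means activity remaining at or below 50% of control, provided the compound also passes the data quality filters; inactive means the rest, including low values that fail the filters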;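 further: 100% = DMSO wells rate and 0% = substrate alone blank rate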
HePTP inh – blocks human HePTP tyrosine phosphatase; P35236; actives 0.64% (n = 110,000); inhibition, % at 20 µM; AID 521; recombinant HePTP phosphatase activity, OD absorbance; in the data active means inhibition above about 50%;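 further: plate controls were vehicle for no effect and reference inhibitor for full effect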
Target sequence (P35236 whole entry, looked up): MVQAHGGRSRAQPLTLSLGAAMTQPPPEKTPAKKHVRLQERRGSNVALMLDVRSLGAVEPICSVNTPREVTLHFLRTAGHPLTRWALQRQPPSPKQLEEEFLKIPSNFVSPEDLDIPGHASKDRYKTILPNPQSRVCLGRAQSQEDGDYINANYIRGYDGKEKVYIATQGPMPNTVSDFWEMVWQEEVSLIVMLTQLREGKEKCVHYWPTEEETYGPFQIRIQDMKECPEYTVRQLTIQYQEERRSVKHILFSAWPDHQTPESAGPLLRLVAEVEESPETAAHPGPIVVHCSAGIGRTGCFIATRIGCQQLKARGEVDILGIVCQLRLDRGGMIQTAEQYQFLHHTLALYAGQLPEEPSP
* = called active by the depositor; . = not tested or not shown; & = joins results of further samples. Rows are unselected. Share with any hit: about 0.79%.

canonical_smiles,BAP1 block,HePTP inh
CCC(C)NC(=O)C1CCN(S(=O)(=O)c2cccc3cccnc23)CC1 (stereo not drawn),101,0
FC(F)(F)c1cccc(N2CCN(c3ccc4nnc(-c5ccccc5)n4n3)CC2)c1,89,2
COc1cccc(-n2c(=O)[nH]cc(C(=O)Nc3ccc4c(c3)OCCO4)c2=O)c1,96,-1
Cc1ccc2[nH]c(C)c(CC(=O)N/N=C/c3ccco3)c2c1,.,-6
CCc1ccc(S(=O)(=O)NNc2ccccc2)cc1,.,-12
O=C(O/C(=C/c1nccn1Cc1ccccc1Cl)c1ccc(F)cc1)c1ccc(F)cc1,.,-3
Cc1ccc2[nH]c3c(c2c1)CN(C(=O)CN1CC(C)OC(C)C1)CC3 (stereo not drawn),123,2
N#CCCCSc1nnc(-c2ccccn2)o1,103,2
O=C(c1ccc(Cn2cc(Br)cn2)cc1)N1CCN(c2ccccc2)CC1,139,2
NS(=O)(=O)c1ccc(NS(=O)(=O)c2cccs2)cc1,72,3
CC(C)CC(=O)Nc1ccc(F)c([N+](=O)[O-])c1,.,6
CCCCC1CCC(C(=O)c2ccccc2)CC1 (stereo not drawn),50,.
O=C1NCCN/C1=C\C(=O)c1cccc(Br)c1,.,-18
COc1ccc(/C=N/n2cnnc2)cc1Br,.,13
O=C(NC1CCCCC1)C1CCCN1S(=O)(=O)c1cccc2nsnc12 (stereo not drawn),115,7
CCCCOc1ccc(-c2ncc(Cl)cn2)cc1,87,16
COC(=O)c1ccc(OC)cc1OCCN1CCOCC1,.,-2
COc1cccc(-c2cc(C(=O)Nc3ccccc3C(F)(F)F)c3ccccc3n2)c1,160,.
CC(C)(C)c1ccc(Cn2c(-c3nonc3N)nc3ccccc32)cc1,.,4
COCCCNC(=O)CN(c1ccc(Cl)c(Cl)c1)S(C)(=O)=O,99,4
CC1=NN(c2ccc(Oc3ccccc3)c(S(=O)(=O)O)c2)C(=O)C1,.,-4
O=[N+]([O-])c1ccc(Cl)c(S(=O)(=O)Nc2ccccn2)c1,.,0
Clc1ccc(OCc2nn3c(-c4ccccc4)nnc3s2)c(Cl)c1,.,12
COc1ccc(C(=O)NCC(=O)OC2CCCCC2=O)cc1 (stereo not drawn),.,-10
COc1ccc(OC)c(S(=O)(=O)NCc2csc(-c3ccccc3)n2)c1,107,.
COc1cccc(/C=N/N=C(\N)c2nonc2N)c1O,.,-19
Cc1ccc(CC2C(=O)N(c3ccc(Cl)c(Cl)c3)C(=O)C2C)cc1 (stereo not drawn),.,0
COC(=O)CN(Cc1ccccc1)S(=O)(=O)c1ccc(OC)c(OC)c1,101,2&-16
CCCS(=O)(=O)N1CCCC(C(=O)NCCCN2CCN(c3cccc(Cl)c3)CC2)C1 (stereo not drawn),105,4
O=C(O)c1ccc(NS(=O)(=O)c2cccc3nsnc23)cc1,98,2

Complete entries as entered above. Screens in order: BAP1 block, HePTP inh
`CC1=NN(c2ccc(Oc3ccccc3)c(S(=O)(=O)O)c2)C(=O)C1` is listed with ., -4
`O=C(O/C(=C/c1nccn1Cc1ccccc1Cl)c1ccc(F)cc1)c1ccc(F)cc1` is listed with ., -3
`COc1ccc(OC)c(S(=O)(=O)NCc2csc(-c3ccccc3)n2)c1` is listed with 107, .
`O=C(O)c1ccc(NS(=O)(=O)c2cccc3nsnc23)cc1` is listed with 98, 2

Among those listed so far, these contain a nitro group on carbon:
canonical_smiles,BAP1 block,HePTP inh
CC(C)CC(=O)Nc1ccc(F)c([N+](=O)[O-])c1,.,6
O=[N+]([O-])c1ccc(Cl)c(S(=O)(=O)Nc2ccccn2)c1,.,0

Next part:
canonical_smiles,BAP1 block,HePTP inh
O=C(Cn1cnc2c(nnn2Cc2ccccc2)c1=O)NCC1CCCO1 (stereo not drawn),91,-1
COC(=O)C1=C(C)Nc2ncnn2C1c1ccc(OC)c(OC)c1 (stereo not drawn),145,.
c1coc(-c2nc3ccccc3nc2-c2ccco2)c1,.,-2
O=C(O)C1C2CCC(O2)C1C(=O)Nc1ccc2c(c1)OCCO2 (stereo not drawn),.,-4
O=C(NC1CCCCCCC1)c1ccccc1O,53,-2
CCOc1ccc(CC2CC(=O)NC2=O)cc1 (stereo not drawn),138,4
Cc1cc(C)c(C(=O)/C(=C/c2cccs2)c2ccccc2)c(=O)[nH]1,.,-14
CCOC(=O)N1CCN(S(=O)(=O)c2ccc3[nH]cc(C(=O)O)c(=O)c3c2)CC1,106,-9
N/C(=N\OC(=O)Cc1ccc(Cl)cc1)c1cccc([N+](=O)[O-])c1,.,-6
COc1cccc(/C=N/NC(=O)C(=O)Nc2cccc(OC)c2)c1,.,-7
Cc1ccnc(NC(=O)CCC(=O)N(CC(=O)NC(C)(C)C)C2CCCC2)c1,105,4
Cc1csc(NC(=O)c2ccc(Cl)c([N+](=O)[O-])c2)n1,.,15
CCN1C(=O)CSc2ccc(C(=O)OC)cc21,100,-2
CCOc1cccc(-c2nnc(SCC(=O)Nc3cc(OC)cc(OC)c3)n2N)c1,.,-8
COc1ccccc1NC(=O)Nc1cccnc1,.,-6
Cc1ccc(NC(=O)c2cc(-c3ccco3)on2)cc1,86,2
COC(=O)c1cc2ccsc2n1CC(=O)Nc1cc(C)cc(C)c1,64,-8
Cc1ccccc1-n1c(SC/C(O)=C(\C#N)c2nc3ccccc3[nH]2)nnc1-c1ccncc1,.,5
CCc1ccccc1NC(=O)C(=O)NCCc1ccc(OC)c(OC)c1,.,12
O=C(Nc1ccccc1[N+](=O)[O-])c1c(-c2cnc3ccccc3c2C(=O)Nc2ccccc2[N+](=O)[O-])cnc2ccccc12,.,39
CCn1c2ccccc2c2cc(Nc3cc(C)nc4ncnn34)ccc21,71,11
O=C(CCC1(C(=O)O)CCC(=O)NC1)NCc1ccccc1 (stereo not drawn),97,2
NC(=O)c1cc2c(ccc3ccccc32)oc1=Nc1ccccc1F,254,.
O=c1[nH]c(CN2CCN(c3ccccc3Cl)CC2)nc2ccsc12,92,5
COc1cc(NC(=O)COc2ccc(F)cc2)c(OC)cc1NC(C)=O,.,-1
O=C(O)c1cc2cc(OCc3ccccc3)c(OCc3ccccc3)cc2o1,.,-9
COc1ccc(NC(=O)c2ccc(CN(c3cc(Cl)ccc3C)S(=O)(=O)c3ccccc3)cc2)c(OC)c1,.,-1
CCCC(CCC)C(=O)OC1C[C@H]2CC[C@@H](C1)[N+]2(C)C (stereo partly drawn),82,10
CC(C)COC(=O)CCNc1n[nH]c(=O)[nH]c1=O,152,0
CC(C)(C)C1CCc2c(sc(NC(=O)c3ccccc3)c2C(N)=O)C1 (stereo not drawn),.,1

Arranged by SMILES length (falling): part of the list above
canonical_smiles,BAP1 block,HePTP inh
COc1ccc(NC(=O)c2ccc(CN(c3cc(Cl)ccc3C)S(=O)(=O)c3ccccc3)cc2)c(OC)c1,.,-1
Cc1csc(NC(=O)c2ccc(Cl)c([N+](=O)[O-])c2)n1,.,15
CCc1ccccc1NC(=O)C(=O)NCCc1ccc(OC)c(OC)c1,.,12

New compounds follow
canonical_smiles,BAP1 block,HePTP inh
COc1ccc(CCn2c(SCC(=O)Nc3cc(C)on3)nc3ccccc3c2=O)cc1OC,112,-1
Cc1ccccc1NC(=O)c1c(NC(=O)c2ccc([N+](=O)[O-])cc2)sc2c1CCCC2,.,1
O=C1C(=O)N(Cc2ccco2)C(c2cccc(Cl)c2)/C1=C(\O)c1ccc2c(c1)OCCO2 (stereo not drawn),62,-11
CCCCC(=O)Nc1cc2nn(-c3ccc(OC)cc3)nc2cc1C,.,2
O=C(NCCCN1CCOCC1)NC1CCCCC1,.,0
O=C(O)C1CC=CCC1C(=O)N1CCN(c2ccc(F)cc2)CC1 (stereo not drawn),.,3
COc1nc(-c2ccccc2)ccc1-c1noc(C)n1,75,0
C/C(=N/NC(=O)c1cccnc1)c1cc(O)ccc1O,.,-12
COc1ccc2c(c1)c(C(=O)CN1CCN(C(=O)c3ccco3)CC1)c(C)n2C,124,6
CCCC(=O)NC(c1ccc(OC)c(OC)c1)c1c(OC(C)=O)ccc2ccccc12 (stereo not drawn),.,3
CC(C)C(=O)N1CCc2cc(-c3csc(N)n3)ccc21,94,9
CSC1CCCCC1(O)CSc1nc2ccccc2o1 (stereo not drawn),70,11
O=C(Nc1ccc([N+](=O)[O-])cn1)c1cccnc1,.,2
O=S(=O)(c1ccc(NCCc2c[nH]c3ccccc23)nc1)N1CCOCC1,106,-2
Cc1noc(C)c1C(=O)Nc1ccc(Cl)cc1C(F)(F)F,128,32
COc1ccc(C2NC(=S)NC(C)=C2C(=O)Nc2ccccc2Cl)cc1 (stereo not drawn),.,7
Cc1cc(/C=N/NC(N)=S)c(C)n1-c1ccc(Cl)cc1,.,-2
COc1cc(CN2CCN(C(=O)CC(C)C)CC2)cc(OC)c1,.,2
CCOc1ccccc1OCCCCN1CCCC1,107,13&2
CC1(C)CC(=O)C(C=Nc2ccc3[nH]ncc3c2)=C(O)C1,182,7
O=[N+]([O-])c1cccc(S(=O)(=O)Nc2cccc(I)c2)c1,.,3
O=C1CN(S(=O)(=O)CCOc2ccccc2)CC(=O)N1CCOc1ccccc1,.,12
CC(=O)N1c2ccc3ccccc3c2C2C=CCC2C1c1ccc(Br)cc1 (stereo not drawn),.,-12
COc1ccccc1N1C(=O)c2ccc(C(=O)c3ccc4c(c3)C(=O)N(c3ccccc3OC)C4=O)cc2C1=O,.,-6
COC(=O)/C(=C/C(=O)c1ccc(C)cc1)Nc1ccc(Br)cc1,.,1
CC(C)C[C@H](NC(=O)Nc1cccc(C(F)(F)F)c1)C(=O)O,100,-5
CCOC(=O)c1sc2ncnc(NCC(c3cccs3)N(C)C)c2c1C (stereo not drawn),86,11
CSc1ncc(Cl)c(C(=O)NCc2ccc3c(c2)OCO3)n1,62,-3
O=C(CSC1=NCCN1)NC12CC3CC(CC(C3)C1)C2,102,-5
O=C(NC(=S)Nc1ccc(NC(=O)c2ccco2)c(Cl)c1)c1ccc(Cl)cc1,.,7

Rewritten as labelled records: part of the list above.
> CCC(C)NC(=O)C1CCN(S(=O)(=O)c2cccc3cccnc23)CC1 (stereo not drawn)
- BAP1 block: 101
- HePTP inh: 0
> COc1ccccc1N1C(=O)c2ccc(C(=O)c3ccc4c(c3)C(=O)N(c3ccccc3OC)C4=O)cc2C1=O
- BAP1 block: .
- HePTP inh: -6
> COc1cccc(/C=N/NC(=O)C(=O)Nc2cccc(OC)c2)c1
- BAP1 block: .
- HePTP inh: -7
> COc1cc(NC(=O)COc2ccc(F)cc2)c(OC)cc1NC(C)=O
- BAP1 block: .
- HePTP inh: -1

Next results
canonical_smiles,BAP1 block,HePTP inh
COC(=O)C1=C(NC(=O)c2ccc(Cl)cc2)CCS1,89,.
O=C(NCC1CCCO1)c1nc2c(nnn2Cc2ccc(F)cc2)c(=O)[nH]1 (stereo not drawn),96,-8
Cc1cc(C)c(NC(=O)c2c(-c3ccccc3Cl)noc2C)c(C)c1,.,-12
O=c1cccc(-c2ccc(Br)cc2)o1,101,7&1

Source: PubChem (several laboratories)
